Screening results from PubChem.
Artemis endo inh: Artemis endonuclease inhibitors, primary screen, biochemical, fluorescence intensity, FAM/BHQ-1 hairpin substrate | Protein artemis (Homo sapiens), Q96SD1 | recombinant Artemis, quenched FAM hairpin cleavage fluorescence | inhibition, % at 10 µM | actives 0.78% (n = 30,000) | AID 686954, 2013;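 active = at 10 µM dose, at least 30% inhibition, measured as corrected fluorescence normalized to stimulator and neutral control wells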
Target sequence (Q96SD1 whole entry, looked up): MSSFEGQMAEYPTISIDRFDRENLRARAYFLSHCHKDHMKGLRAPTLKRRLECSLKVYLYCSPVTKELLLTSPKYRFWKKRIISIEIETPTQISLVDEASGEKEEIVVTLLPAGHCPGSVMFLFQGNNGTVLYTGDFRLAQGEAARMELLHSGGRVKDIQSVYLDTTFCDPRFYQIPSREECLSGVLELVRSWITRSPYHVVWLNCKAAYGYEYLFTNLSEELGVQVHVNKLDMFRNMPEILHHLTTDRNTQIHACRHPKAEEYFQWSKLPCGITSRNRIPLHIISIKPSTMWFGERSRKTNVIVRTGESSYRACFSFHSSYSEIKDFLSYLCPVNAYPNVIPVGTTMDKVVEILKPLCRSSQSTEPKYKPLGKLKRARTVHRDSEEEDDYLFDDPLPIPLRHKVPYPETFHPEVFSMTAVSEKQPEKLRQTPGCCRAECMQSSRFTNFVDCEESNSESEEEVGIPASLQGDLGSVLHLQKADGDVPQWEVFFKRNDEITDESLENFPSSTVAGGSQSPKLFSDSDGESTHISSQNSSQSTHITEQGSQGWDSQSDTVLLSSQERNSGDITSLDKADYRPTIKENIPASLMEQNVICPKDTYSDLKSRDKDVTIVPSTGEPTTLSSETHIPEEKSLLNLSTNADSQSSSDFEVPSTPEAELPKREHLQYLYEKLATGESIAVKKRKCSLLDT
* hit, by the source's call. The list is partial. The share of hits here may be higher or lower than overall.

SMILES	Artemis endo inh
O=C(Nc1cccc(NC(=O)c2ccc(-c3ccc(Br)cc3)o2)c1)c1ccccc1	9
O=C(c1cccc(F)c1)N1CCN(S(=O)(=O)c2ccccc2)CC1	-3
COCCN(C(=O)CCCC(=O)Nc1ccccn1)C(C(=O)NC1CCCCC1)c1ccc(C)cc1 (stereo not given)	3
CC(=O)Nc1ccc(N2C(=O)C3C4CC(=O)C(c5ccccc54)C3C2=O)cc1 (stereo not given)	1
Cc1[nH]nc2ncc(C(=O)c3cc(Cl)cc(Cl)c3O)cc12	1
O=C(Cc1ccccc1)Nc1nc(-c2cccs2)cs1	0
N#Cc1c(Nc2ccccc2)sc(C(=O)c2ccccc2)c1N	1
O=C(NCc1ccco1)c1cc2nc(C3CC3)cc(C(F)(F)F)n2n1	-7
CC(C)NC(=O)c1sc2nc3c(c(-c4cccs4)c2c1N)CN(C)CC3	9
COc1ccccc1C(=O)Nc1sc2c(c1C(=O)NCc1ccco1)CCCC2	20
CCN1C(=O)N(CC)C2C1N(C(C)=O)C(=O)N2C(C)=O (stereo not given)	0
O=C(NCCN1CCCCC1)c1ccc2c(c1)OCCO2	-1
Cc1nnc(SCc2ccccc2)nc1/C=C/NOCc1ccc(Cl)cc1Cl	-2
Cc1ccc(N2CCCCn3c2nc2c3c(=O)[nH]c(=O)n2C)cc1	1
CC(=O)c1cccc(NC(=O)C2CCN(S(=O)(=O)c3ccc(C)cc3)CC2)c1	5
N#Cc1ccc(NC(=O)Nc2ccc(Cl)cc2)cc1	4
CC(=O)N1CCN(c2ccc(Nc3ncnc4c3oc3ccccc34)cc2)CC1	9
Cc1cc2ncn(/N=C/c3cccnc3)c2cc1C	-4
CCOC(=O)c1cc(-c2ccco2)nc2c1c(C)nn2CCC#N	-2
C/C=C/Cn1c(SCc2ccc(Cl)cc2)nc2c1c(=O)[nH]c(=O)n2C	20
Cc1ccc(NC(=O)CC2SC3=NCCCN3C2=O)c(C)c1 (stereo not given)	-6
CCN(CC(O)COc1ccc(OCC(O)CN(CC)C2CCCCC2)cc1)C1CCCCC1 (stereo not given)	2
O=C(Nc1nc(-c2ccco2)c(-c2ccco2)s1)C1CC(=O)N(c2ccc3c(c2)OCCO3)C1 (stereo not given)	32*
Cc1cc(C)c(C)c(S(=O)(=O)NCC(=O)Nc2sc3c(c2C(N)=O)CCCC3)c1C	11
CCc1ccc(Nc2cc(=O)n(C3CCCCC3)c(=O)[nH]2)cc1	5
SMILES	Artemis endo inh
COc1ccc(OC)c(NC(=O)C23CCC(C)(C(=O)C2)C3(C)C)c1 (stereo not given)	4
Cc1nc2sc(C(c3cccc(F)c3)N3CCCC(C)C3)c(O)n2n1 (stereo not given)	0
CC(C)NS(=O)(=O)c1ccc(CCC(=O)Nc2cc(Cl)ccc2Oc2ccccc2)cc1	15
COc1ccc(C(=O)Nc2c3c(nn2-c2cccc(Cl)c2)CS(=O)C3)cc1 (stereo not given)	1
Cc1ccc(C2/C(=C(\O)c3cnn(-c4ccccc4)c3C)C(=O)C(=O)N2CCN(C)C)o1 (stereo not given)	-6
CN(C)S(=O)(=O)c1ccc(NC(=O)c2ccccn2)cc1	-2
O=C(c1cccc(Cl)c1)c1nn(-c2ccccc2)c(=O)cc1C(F)(F)F	7
COc1cccc2cc(C(=O)C3=C(O)C(=O)N(Cc4ccco4)C3c3cccnc3)oc12 (stereo not given)	29
O=C1C2C3C=CC(C2C(=O)N1C1CCCCC1)C1C(=O)N(C2CCCCC2)C(=O)C31 (stereo not given)	-4
Cc1cc(NC(=O)Cn2cnc3c2c(=O)n(C)c(=O)n3C)n(-c2ccccc2)n1	-6
CCNc1nc(OC)nc(Oc2ccc(=O)n(-c3ccccc3)n2)n1	-7
COc1cc(C2C3C(=O)N(c4ccccc4)C(=O)C3ON2c2ccccc2)cc(OC)c1OC (stereo not given)	6
CC(NC(=O)c1ccccc1)c1nc2ccccc2n1Cc1ccc(C#N)cc1 (stereo not given)	10
COc1ccccc1Oc1ccc2c(c1)C(=O)N(c1ccc(O)cc1)C2=O	-12
CCOC(=O)C1=NN(C(=O)Nc2ccc(OC)cc2)C2C(=O)N(c3cccc(C(F)(F)F)c3)C(=O)C12 (stereo not given)	5
Nc1ccc2oc(=O)c3ccccc3c2c1	3
Cc1cc([N+](=O)[O-])cc2ncccc12	4
CCCC(=O)NC(Nc1ccc(S(=O)(=O)Nc2cc(C)on2)cc1)(C(F)(F)F)C(F)(F)F	-4
C=CCc1cc(/C=N/NC(=O)CSc2nnc(CCCc3ccc(OC)cc3)o2)cc(OC)c1O	8
CC(C)CCN(C)c1ccc(/C=N/n2cnnc2)cc1	6
COc1cc2c(cc1OC)C(c1cccc([N+](=O)[O-])c1)N(C(=O)c1ccc(F)cc1)CC2 (stereo not given)	-6
CCOC(=O)c1[nH]c2ccc(F)cc2c1NC(=O)c1cc(OC)c(OC)c(OC)c1	0
CC(/C=C(\NC(=O)c1ccccc1)C(=O)N=Nc1c(O)[nH]c2ccc(C)cc12)=C\c1ccccc1	14
N#C/C(=C\c1ccc[nH]1)Sc1nc2ccccc2s1	0
CCOC(=O)CSC1=C(C#N)C(c2ccc(C)cc2)C2=C(CCCC2=O)N1 (stereo not given)	7
SMILES	Artemis endo inh
CCN(Cc1ccccc1)C(c1ccc(Cl)cc1)c1nnnn1C(C)(C)C (stereo not given)	-1
CCCNC(=O)NC1C(NC(=O)NCCC)N(C)C(=O)N1C (stereo not given)	-2
COc1ccc(Cl)cc1NC(=O)C/C(C)=N/NC(=O)CC#N	-1
Cc1ccc(S(=O)(=O)N(CC(=O)N2CCCCC2)c2cccc(C)c2)cc1	-3
CCOC(=O)CNC(=O)CSc1nnnn1-c1ccc(C)c(C)c1	7
CCOC(=O)CNC(=O)Nc1cc(C(C)(C)C)nn1-c1ccccc1	-5
CCc1ccccc1NC(=O)Cn1nc(C(F)(F)F)c2c1CCC2	-1
Cn1nnnc1SCC(=O)Nc1ccc(Br)cc1Cl	-2
Cc1ccc2cc(CN(Cc3ccc4c(c3)OCO4)Cc3nnnn3Cc3ccco3)c(=O)[nH]c2c1	11
CC1(C)SC(=S)N(/N=C/c2ccc(O)cc2)C1N(O)C(=O)Nc1ccc([N+](=O)[O-])cc1 (stereo not given)	4
COc1ccc2c3c(c(=O)oc2c1OCC(N)=O)CCCC3	7
CCN(Cc1ccccc1)CC(O)COc1ccccc1 (stereo not given)	-5
COC(=O)N/C(C)=C1/NC(=O)c2ccccc2C(c2ccccc2)N1 (stereo not given)	-1
Cc1ccccc1C(=O)N1CCN(c2nc(N3CCOCC3)nc(N3CCOCC3)n2)CC1	-5
O=C(O)CCCN1C(=O)/C(=C/c2ccc(-c3nc4ccccc4s3)o2)SC1=S	20
O=C(COC(=O)c1ccc(F)cc1)Nc1ccccc1N1CCOCC1	-3
CC(Nc1ccc(Cl)cc1)c1cc(Cl)ccc1O (stereo not given)	-1
Clc1ccc(-c2nnc3cccc(Cl)n23)c(Cl)c1	-9
CC(C)COP(=O)(OCC(C)C)C(O)c1ccccc1F (stereo not given)	-5
CC(C)CC(=O)Nc1nc(=S)ss1	5
CC(=O)N1CN(C2CCS(=O)(=O)C2)Cc2c1sc1c2CCCC1 (stereo not given)	-2
O=C(Nc1nc(=O)c2ccccc2s1)c1ccccc1	-8
Cc1cccc2cc(CN(CCN3CCOCC3)C(=O)NCc3ccccc3)c(=O)[nH]c12	-3
O=C(O)c1ccc2c(c1)C(=O)N(CCC1=CCCCC1)C2=O	0
COc1ccc(S(=O)(=O)CCC(=O)NCCc2ccc(S(N)(=O)=O)cc2)cc1	0
SMILES	Artemis endo inh
COc1ccc(NC(=O)c2ccccc2F)cc1Cl	-1
CCOC(=O)N1CCN(CC(O)COCc2ccc(Cl)cc2)CC1 (stereo not given)	-13
CC(C)(C)NC(=O)Cn1nnc(-c2cccs2)n1	-15
CNS(=O)(=O)c1ccc(Oc2ccc(S(=O)(=O)NC)cc2)cc1	-4
CCCC(=O)c1ccc2c(c1)OCCO2	4
O=c1c2ccccc2nc2n1C(CSCc1ccccc1)CS2 (stereo not given)	3
COc1ccc(N2CCN(c3nc4c(c(=O)n(C)c(=O)n4C)n3CCCc3ccccc3)CC2)cc1	3
COc1cc(OC)c(OC)cc1CN(C)CCc1ccccn1	-9
CCC(C(=O)OC)n1cnc2c(cnn2-c2ccc(Cl)cc2)c1=O (stereo not given)	-4
Cc1ccc(OC(=O)COc2ccccc2)c(-n2nc3ccccc3n2)c1	4
COc1ccc(CNC(=O)COC(=O)c2n[nH]c3ccccc23)cc1	-4
CCOc1ccc2nc(-c3ccc(OC)c(OC)c3)cc(C(=O)O)c2c1	-5
O=c1cc(NC2CCCCCC2)[nH]c(=O)[nH]1	-8
C=C(C)c1cccc(C(C)(C)NC(=O)NCC2CCCO2)c1 (stereo not given)	12
CCOC(=O)c1ccc(NC(=O)CSc2nnc(-c3cccs3)n2C)cc1	-4
COCCNC(=O)C(=O)N/N=C/c1ccccc1C(F)(F)F	3
Cc1ccc(-n2nnnc2-c2ccco2)cc1	-11
CCOc1ccc(C(C)=O)cc1COC(=O)C1=COCCO1	-8
CCc1ccc(OCC(=O)NCCN(C)C)c(Br)c1	1
C=CCOc1ccc(CN(C)CC(=O)N(CC(C)C)c2c(N)n(CC(C)C)c(=O)[nH]c2=O)cc1	-2
Cn1ncc(N=Cc2c(O)ccc3ccccc23)c1C(=O)N1CCOCC1	6
Cc1c(C(=O)N2CCOCC2)[nH]c2c1C(=O)CC(c1ccc(Cl)cc1)C2 (stereo not given)	0
CC1=CC(C)C2C(=O)N(CCC[N+](C)(C)C)C(=O)C2C1 (stereo not given)	-11
CCSc1nc(=O)n(-c2ccccc2)c(C)c1C(C)=O	-2
CCOC(=O)c1c(NC(=O)C(F)(OC)C(F)(F)F)sc2c1CCN(C)C2 (stereo not given)	4

Some of the entries so far, as comma-separated lines.
Compound,Artemis endo inh
O=c1cc(NC2CCCCCC2)[nH]c(=O)[nH]1,-8
CNS(=O)(=O)c1ccc(Oc2ccc(S(=O)(=O)NC)cc2)cc1,-4

The list continues.
SMILES	Artemis endo inh
CC(=O)N1Cc2ccccc2CC1C(=O)O (stereo not given)	-1
O=C(O)c1ccc(OCc2occc2C(=O)O)cc1	3
Cc1ccccc1NC(=O)Cc1nc(CSc2nnc(-c3ccc4c(c3)OCO4)o2)cs1	4
COc1ccc(OC)c(N(CC(=O)N2CCCCC2)S(=O)(=O)c2ccc(OC)c(OC)c2)c1	3
Cc1ccc(NC(=S)NCCc2ccc(S(N)(=O)=O)cc2)c(C)c1	-6
NC(=O)C1CCN(C(=O)CSc2nc3c(c(-c4ccccc4)n2)CCCC3)CC1	0
CSc1nnc(-c2cc3c(-c4ccccc4)nn(C)c3s2)n1C	-1
COc1cccc(C2C(C(=O)c3cc4ccccc4o3)=C(O)C(=O)N2c2cc(C)on2)c1OC (stereo not given)	25
CC(=O)N1CCN(c2nc(-c3ccco3)c3c(c2C#N)CC(C)(C)SC3)CC1	16
CCN(CC)CCN1C(=O)C(=O)/C(=C(/O)c2ccc(OC)cc2)C1c1ccco1 (stereo not given)	-2
O=C(O)CC1=C(O)C(=O)N(c2ccccc2)C1c1ccccc1 (stereo not given)	-4
O=S(=O)(Nc1ccc(F)cc1)N1CCCCCC1	2
COc1ccc(C2(NC(C)=O)CCN(C(=O)CCC(=O)O)CC2)cc1	-7
O=C(N/N=C/c1ccc(F)c(F)c1)c1cc2c(s1)-c1ccccc1CC2	-10
Cc1ccc(C(=O)Nc2nnc(-c3ccc(C(C)(C)C)cc3)s2)cc1	0
CCc1nn(CCCC(=O)N2CCc3ccccc3C2)c(=O)c2cc3occc3n12	3
CC(=O)NC1(c2ccc(F)cc2)CCN(C(=O)Nc2ccc(F)cc2F)CC1	3
CCn1c(NCc2cc(Br)ccc2NS(=O)(=O)c2ccc(C)cc2)nc2ccccc21	7
O=C(CSc1nnc(COc2ccccc2)n1-c1ccccc1)c1cccs1	0
c1ccc2c(c1)OCC(c1nnc3n1-c1ccccc1SC3)O2 (stereo not given)	-3
CC(C)CSc1nnc2[nH]c(=O)cc(N)n12	5
O=C(O)/C=C/c1cn(Cc2ccccc2)nc1-c1ccccc1	-10
C=CCc1ccc(OCc2ccc(C(=O)OC)o2)c(OC)c1	8
CCCCOCCCn1c(-c2ccco2)nc2nc3ccccc3nc21	6
CC(=O)c1cc(C)ccc1OC(=O)c1cccc2nc(C)oc12	4

Some of these compounds in order of molecular weight, lowest first:
SMILES	Artemis endo inh
CC(=O)N1Cc2ccccc2CC1C(=O)O (stereo not given)	-1
CC(C)CSc1nnc2[nH]c(=O)cc(N)n12	5
O=C(O)c1ccc(OCc2occc2C(=O)O)cc1	3
O=S(=O)(Nc1ccc(F)cc1)N1CCCCCC1	2
C=CCc1ccc(OCc2ccc(C(=O)OC)o2)c(OC)c1	8
O=C(O)/C=C/c1cn(Cc2ccccc2)nc1-c1ccccc1	-10
O=C(O)CC1=C(O)C(=O)N(c2ccccc2)C1c1ccccc1 (stereo not given)	-4
c1ccc2c(c1)OCC(c1nnc3n1-c1ccccc1SC3)O2 (stereo not given)	-3
CSc1nnc(-c2cc3c(-c4ccccc4)nn(C)c3s2)n1C	-1
CCCCOCCCn1c(-c2ccco2)nc2nc3ccccc3nc21	6
Cc1ccc(C(=O)Nc2nnc(-c3ccc(C(C)(C)C)cc3)s2)cc1	0
O=C(N/N=C/c1ccc(F)c(F)c1)c1cc2c(s1)-c1ccccc1CC2	-10
CC(=O)NC1(c2ccc(F)cc2)CCN(C(=O)Nc2ccc(F)cc2F)CC1	3
CC(=O)N1CCN(c2nc(-c3ccco3)c3c(c2C#N)CC(C)(C)SC3)CC1	16
CCc1nn(CCCC(=O)N2CCc3ccccc3C2)c(=O)c2cc3occc3n12	3
O=C(CSc1nnc(COc2ccccc2)n1-c1ccccc1)c1cccs1	0
COc1cccc(C2C(C(=O)c3cc4ccccc4o3)=C(O)C(=O)N2c2cc(C)on2)c1OC (stereo not given)	25
COc1ccc(OC)c(N(CC(=O)N2CCCCC2)S(=O)(=O)c2ccc(OC)c(OC)c2)c1	3
